Compound activity from PubChem.
12-LOX inh: inhibitors of human 12S-lipoxygenase ALOX12; P18054; purified 12hLO, xylenol orange hydroperoxide absorbance; Potency, µM (series often up to 108 µM), without a hit: at the highest dose activity change, negative = inhibition, actives largely listed as inhibitors; 580,000 tested, 1.1% active; active means well fitted inhibition curve with a large enough effect; inconclusive means small, poorly fitted or top-dose-only effect, or another doubt; inactive means no such curve, though single readings can be large or run the other way
Target sequence (P18054 whole entry, looked up): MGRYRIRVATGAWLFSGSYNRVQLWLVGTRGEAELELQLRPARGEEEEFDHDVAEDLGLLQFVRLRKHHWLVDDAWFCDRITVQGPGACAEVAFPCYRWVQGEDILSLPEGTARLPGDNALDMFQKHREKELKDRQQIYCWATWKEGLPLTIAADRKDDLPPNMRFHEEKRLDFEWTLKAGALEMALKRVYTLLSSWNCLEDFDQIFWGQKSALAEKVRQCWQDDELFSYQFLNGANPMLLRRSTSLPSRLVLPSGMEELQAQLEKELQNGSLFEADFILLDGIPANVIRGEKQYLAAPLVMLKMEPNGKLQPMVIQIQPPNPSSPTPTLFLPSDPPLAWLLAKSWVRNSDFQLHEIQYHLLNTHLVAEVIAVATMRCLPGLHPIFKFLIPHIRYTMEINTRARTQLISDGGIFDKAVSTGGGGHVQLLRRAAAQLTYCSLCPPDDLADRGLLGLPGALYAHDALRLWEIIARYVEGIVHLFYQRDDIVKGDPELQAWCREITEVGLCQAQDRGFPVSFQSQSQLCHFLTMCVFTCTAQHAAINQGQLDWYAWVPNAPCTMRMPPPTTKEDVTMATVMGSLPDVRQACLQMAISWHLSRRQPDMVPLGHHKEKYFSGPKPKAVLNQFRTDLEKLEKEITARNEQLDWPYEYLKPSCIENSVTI
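Hydroperoxide product was detected by ferrous iron/xylenol orange as the 573 to 405 nm absorbance ratio. Arachidonic acid at 40 uM (final) was turned over for 30 min at room temperature by 150 nM human 12hLO, pH 7.0 Hepes buffer, after 15 min compound preincubation.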
Starred values were filed as active, the others as inactive; u = inconclusive; [ ] = dose if it differs, or a comment. On the % scale 0 is the no-effect control and ±100 the full control effect; potency means the concentration at half of the fitted maximal effect. These rows are one share of the data. The share of hits here may be higher or lower than overall.

SMILES	12-LOX inh
CC(=O)N1CCC(NC[C@H]2O[C@@H]3C[C@@H](CC(=O)N4CCOCC4)O[C@@H]3[C@@H]2O)CC1	-12%[176 µM]
CC(=O)c1cccc(N2C(=O)[C@@H]3C[C@@H](NC(=O)c4ccncc4)CCN3C2=O)c1	-20%[176 µM]
CNC(=O)[C@@H]1CN(C(=O)c2ccc(F)cc2F)C[C@H]1COC	-6%
COC[C@@H]1CN(C(=O)c2ccn[nH]2)C[C@H]1c1ccncc1	10%
Cc1ccsc1C(=O)N1CCc2n[nH]c(=O)n2CC1	29%
S=C(Nc1ccccc1)N[C@H]1CO[C@H]2[C@@H]1OC[C@@H]2Nc1nccc(-c2ccco2)n1	u
COCCn1cc(CN2CCN(c3ccccn3)CC2)ccc1=O	39%[activator]
O=C(Cc1ccccc1)NCc1ccnc2[nH]ccc12	36%[activator][176 µM]
Fc1cccc(Nc2ncc(-c3cccnc3)c3c2OCC3)c1	8%[176 µM]
COc1ccc(C(=O)N2CCC([C@@H]3CNC[C@H]3CO)CC2)cc1OC	42%[activator]
CCNc1nccc(N2CCC(CC(=O)NCc3ccccc3F)CC2)n1	-5%
Cc1ccc(C(=O)N2CCN(c3nnc4ccccn34)CC2)cc1C	39%[activator]
CCN1c2cc(C(=O)Nc3cc(F)cc(F)c3)ccc2C(=O)N2CCCCC21 (centres undefined)	38%[activator]
Fc1ccc(C2Cn3nnc(-c4nc(-c5ccc(Br)cc5)no4)c3CO2)cc1 (centres undefined)	43%[activator]
CC1=C(C(=O)NC(C)(C)C)C(c2ccc(Cl)cc2)N2C(CC(=O)N3CCCC3)=CSC2=N1 (centres undefined)	-7%
COc1ccc2c(c1)C(NC(=O)C(F)(F)F)CC21CCCCC1 (centres undefined)	0%
OC1CN(Cc2ccc(-c3cnc4c(OCc5ccccc5)nccn34)cc2)C1	105%[activator][176 µM]
COc1ccc2ccccc2c1CN1CCC2(CCC(CNC(=O)c3ccccc3)O2)CC1 (centres undefined)	3%
CCc1cc(C(=O)NCC2Cc3cccc(-c4ccc(C(=O)OC)cn4)c3O2)no1 (centres undefined)	0%
Cc1ncc(C(=O)N2CCCC(c3cc(N4CCOCC4)nc(C)n3)C2)cn1 (centres undefined)	4%
CCOc1cc(=O)n2c(c1C(=O)NCCOC)CCCCC2	23%
COc1ccccc1Nc1ncncc1-c1nc(-c2ccccc2)no1	57%[activator]
O=C(CCCc1ccccc1)Nc1ccnn1C1CCN(C(=O)CCc2cnccn2)CC1	-1%
COc1ccc(-c2nc(-c3nnn4c3COC(c3ccccc3Cl)C4)no2)cc1 (centres undefined)	37%[activator]
O=C(NC1CCCC1)[C@@H]1CCCN1C(=O)[C@@H](NS(=O)(=O)c1ccc(F)cc1F)c1ccccc1	1%
Cc1cccc(-c2ocnc2C(=O)N2CC[C@H](CO)[C@H](NC(=O)C3CC3)C2)c1	35%[activator]
O=C(Cc1ccccn1)NC1CCN(c2nc3ncccc3o2)CC1	47%[activator]
CC(C)(C)NC(=O)C(c1ccccc1)n1c(-c2ccccc2Br)nc2ccccc21 (centres undefined)	u
COc1ccc(N2CCN(C(=O)c3cc(NC(C)=O)cc4nc(C)ccc34)CC2)cc1	2%
O=C(CCC[C@@H]1[C@H]2CCCN3CCC[C@@H](CN1C(=O)c1ccccc1)[C@@H]23)N1CCCCC1	35%[activator]
COc1ccc(S(=O)(=O)N2C[C@@H](F)C[C@H]2C(=O)N2CCOCC2)cc1OC	15%
COCc1noc([C@@H]2CN(Cc3ccoc3)C[C@H]2COC)n1	28%
O=C(Nc1ccc2c(c1)OCCO2)N1CCC(Cc2noc(C3CCOCC3)n2)C1 (centres undefined)	18%
O=C1NCCCc2[nH]c(-c3cnn(-c4cccc(F)c4)c3)nc21	30%
CNC(=O)[C@@H]1CN(S(=O)(=O)c2ccccc2F)C[C@H]1COC	32%[activator]
O=C(C1CCOCC1)N1CCOC[C@H](Oc2ccccc2)C1	26%[176 µM]
O[C@@H]1CCN(Cc2nc(C3(O)CCN(Cc4ccccc4C(F)(F)F)CC3)cs2)C1	8%
CN1c2cc(C(=O)Nc3ccc(Oc4ccccc4)cc3)ccc2C(=O)N2CCCCC21 (centres undefined)	-29%
CC(C)(O)C#Cc1ccc(C(=O)N2CC(=O)N(C3CCCCC3)CC(OCc3cccnc3)C2)o1 (centres undefined)	3%
CCC1CN(CCC(=O)N2CCCN(C(=O)c3ccco3)CC2)Cc2cc(OC)ccc2O1 (centres undefined)	23%
CCNC(=O)c1cccnc1OC1CCN(C(=O)c2ccccc2)C1 (centres undefined)	37%[activator]
Cc1[nH]nc2c1C(c1cccc(Cl)c1)C(C#N)=C(N)O2 (centres undefined)	11%
CCNC(=O)c1cccnc1OC1CCN(C(=O)Cc2ccccc2)C1 (centres undefined)	60%[activator]
COc1ccc(Nc2ncncc2-c2nc(-c3ccccc3)no2)cc1F	52%[activator]
Cn1cc(CN2Cc3c(cc(N4CCOCC4)nc3-c3cccnc3)C2=O)cn1	3%[176 µM]

Some of the entries so far, with bars between the fields.
Structure | 12-LOX inh
O=C(CCC[C@@H]1[C@H]2CCCN3CCC[C@@H](CN1C(=O)c1ccccc1)[C@@H]23)N1CCCCC1 | 35%[activator]
COc1ccc(S(=O)(=O)N2C[C@@H](F)C[C@H]2C(=O)N2CCOCC2)cc1OC | 15%
COCc1noc([C@@H]2CN(Cc3ccoc3)C[C@H]2COC)n1 | 28%
O=C(Nc1ccc2c(c1)OCCO2)N1CCC(Cc2noc(C3CCOCC3)n2)C1 (centres undefined) | 18%
O=C1NCCCc2[nH]c(-c3cnn(-c4cccc(F)c4)c3)nc21 | 30%
CNC(=O)[C@@H]1CN(S(=O)(=O)c2ccccc2F)C[C@H]1COC | 32%[activator]
O=C(C1CCOCC1)N1CCOC[C@H](Oc2ccccc2)C1 | 26%[176 µM]
O[C@@H]1CCN(Cc2nc(C3(O)CCN(Cc4ccccc4C(F)(F)F)CC3)cs2)C1 | 8%
CN1c2cc(C(=O)Nc3ccc(Oc4ccccc4)cc3)ccc2C(=O)N2CCCCC21 (centres undefined) | -29%
CC(C)(O)C#Cc1ccc(C(=O)N2CC(=O)N(C3CCCCC3)CC(OCc3cccnc3)C2)o1 (centres undefined) | 3%
CCC1CN(CCC(=O)N2CCCN(C(=O)c3ccco3)CC2)Cc2cc(OC)ccc2O1 (centres undefined) | 23%
CCNC(=O)c1cccnc1OC1CCN(C(=O)c2ccccc2)C1 (centres undefined) | 37%[activator]
Cc1[nH]nc2c1C(c1cccc(Cl)c1)C(C#N)=C(N)O2 (centres undefined) | 11%
CCNC(=O)c1cccnc1OC1CCN(C(=O)Cc2ccccc2)C1 (centres undefined) | 60%[activator]
COc1ccc(Nc2ncncc2-c2nc(-c3ccccc3)no2)cc1F | 52%[activator]
Cn1cc(CN2Cc3c(cc(N4CCOCC4)nc3-c3cccnc3)C2=O)cn1 | 3%[176 µM]

(listing goes on)
SMILES	12-LOX inh
Cc1ccccc1-c1noc(-c2nc(-c3ccncc3)no2)n1	6%
COCCN1C[C@]23C=C[C@H](O2)C(C(=O)N(C)Cc2cnccn2)C3C1=O (some centres undefined)	56%[activator]
N#Cc1ccc(O[C@@H]2CCOC[C@H]2NC(=O)CCN2CCCC2=O)cc1	38%[activator]
COc1ccc(-c2nnc3n2CCN(C(=O)NC2CCCC2)C3)cc1	14%[176 µM]
COCc1ccc(C(=O)N2CCOc3c(cc(-c4cc(C)c5cccc(OC)c5n4)cc3OC)C2)o1	7%
COc1ccccc1CCC(=O)NC1CCCN(c2cc(-c3ccc(F)cc3)[nH]n2)C1 (centres undefined)	-3%
Cc1ccsc1CN1CCOc2cc([S+](=O)([O-])Nc3ccccc3)ccc2C1	-3%[176 µM]
COc1cc2c(c(OC3OC(CO)C(O)C(O)C3O)c1)C(=O)CC(c1ccc(O)cc1)O2 (centres undefined)	-14%
CC(C)Cc1nc2nccc(-c3ccco3)n2n1	-10%
O=C(CC1CCN(C(=O)Nc2c(F)cccc2F)C1)NCc1ccccc1 (centres undefined)	39%[activator]
O=C(c1cc(F)ccc1Cl)N1CCN(c2cc(-c3ccc(F)cc3)[nH]n2)CC1	61%[activator]
OC[C@H]1CCN(Cc2ccc(-c3cccc(Cl)c3Cl)o2)C[C@@H]1O	21%
CC(C)(O)CCc1ccc(CN2CCN([C@H]3CCCC[C@@H]3O)CC2)cc1	10%
COCC(=O)N(C1CCOCC1)C1CCN(C(=O)Cc2ccsc2)CC1	28%
CN1CCN(C(=O)C2CCCN(C3CCN(c4cc(C#N)ccn4)CC3)C2)CC1 (centres undefined)	0%
COc1cccc(NC(=O)Cn2c(N(C)Cc3ccccc3)nc(C)cc2=O)c1	4%
O=C1NCc2ccccc2CC12CCN(Cc1cnc3ccccc3c1)C2 (centres undefined)	u
O=C(O)c1ccc(CN2CCC[C@H]2c2nc(-c3ccc(-n4ccnc4)nc3)no2)cc1	-17%[176 µM]
Cn1ncc(N2CCC(NC(=O)CC3CCCCC3)CC2)cc1=O	49%
COc1ccc(C(CCOC(=O)Oc2ccccc2)c2cc(OC)cc(OC)c2)cc1 (centres undefined)	27%
Clc1ccccc1Cc1nc(-c2ccc(OC3CCNC3)cc2)no1 (centres undefined)	-3%
O=C1COCC2(CN1Cc1cccc(OC(F)(F)F)c1)CN(c1ccccn1)C2	-1%[176 µM]
Cc1cc(CN2CCC(n3cc[nH]c3=O)CC2)no1	56%[activator][176 µM]
CCOc1cccc(CN2CCCC3(Cc4ccccc4CNC3=O)C2)c1 (centres undefined)	u
COc1cccc(-c2cc(C(=O)O)cc(S(=O)(=O)NC(C)C)c2)c1	36%
CN(C)c1ccc(CN2CCC[C@H]2c2nc(-c3ccnc(N4CCC(C(N)=O)CC4)c3)no2)cc1	5%
COc1ccccc1C(=O)N1CCC2CC(=O)NCCC2C1 (centres undefined)	u
CCCN1CCC2(CCN([S+](=O)([O-])c3cccc(C(F)(F)F)c3)CC2)Oc2ccccc21	14%
COc1ccc(NC(=O)N2CCC(Oc3ncccc3C(=O)N(C)C)C2)c(C)c1 (centres undefined)	-2%
O=C(COc1ccccc1)NCC(=O)N1CCCCCCNC(=O)CC1c1ccccc1 (centres undefined)	43%[activator]
CC1(COc2cccnc2)COc2ccc(C(=O)NCc3ccc4c(c3)OCO4)cc2N1 (centres undefined)	-21%[176 µM]
O=C(Cn1cccn1)N1C[C@@H](COCC2CC2)[C@H](c2ccncc2)C1	-3%
CN(Cc1ccccc1C(F)(F)F)S(C)(=O)=O	61%[activator][176 µM]
Cc1ccc(F)cc1S(=O)(=O)N1CCn2c(nn(CC3CC3)c2=O)C1	20%
O=C(c1ccc2c(c1)OCO2)N1CCC2(CC(c3cccc(C(F)(F)F)c3)=NO2)C1 (centres undefined)	u
O=C(c1cscn1)N1CC[C@@H]2[C@@H](CCC(=O)N2CCCn2ccnc2)C1	u
CC(C)c1ccc(NC(=O)CN2C(=O)NC3(CCS(=O)(=O)CC3)C2=O)cc1	33%[activator]
Cn1cccc1CN1CCC2(COc3ccccc3C(=O)N2)C1 (centres undefined)	6%[176 µM]
COc1ccc(NC(=O)c2cc3n(n2)CC(c2ccc4c(c2)OCO4)OC3)cc1OC (centres undefined)	26%
Cn1ccnc1-c1nc2cc(S(=O)(=O)N3CCCC3)ccc2n1C	-9%
O[C@@H]1CC(CNCC2CCCC2)(COc2ccc(C(F)(F)F)cn2)C[C@@H]1O (some centres undefined)	-1%
CCN(CCNc1ncncn1)c1cccc(C)c1	-1%
Cc1c(Cl)cccc1NC(=O)CN1C(=O)NC(c2ccc(Cl)cc2)C2=C1COC2=O (centres undefined)	u
O=C(c1ccc(C(F)(F)F)cc1)N1CCC(N2Cc3ccccc3C2=O)CC1	1%[6.33 µM]
CN1C(=O)c2cccn2CC1C(=O)NC1CCN(Cc2ccccc2)CC1 (centres undefined)	38%[activator]
COc1ccccc1N1CCN(C(=O)CCc2conc2-c2cccc(F)c2)CC1	-1%
CCC(=O)N1CCCC(c2nc(-c3ccccc3)no2)CCNC(=O)CC1 (centres undefined)	-15%
CCOC(=O)C1=C(C)N=C2SC=C(CC(=O)N3CCOCC3)N2C1c1cccc(OC)c1OC (centres undefined)	7%
COCCN1CCCc2nc(-c3ccc(Br)cc3)ccc21	-27%
COc1ccccc1CC(=O)N1CCc2nn(C)c(=O)n2CC1	41%[activator]
Cc1ncoc1C(=O)N1CCCC(CCc2ccc(F)c(F)c2)C1 (centres undefined)	52%[activator]
Cc1ccccc1CNC[C@H]1Cn2c(-c3ccccc3)cnc2CO1	-2%[176 µM]
O=C(Nc1cccc(N2CCC(NCc3cnn(-c4ccccc4)n3)CC2)c1)c1cccnc1	1%
CNC(=O)Nc1ccc(C)n(CC(=O)N2CCN(c3ccccc3F)CC2)c1=O	15%
CCOc1ccc2c(n1)CCN(C(=O)Nc1ccccc1OCC)C2	62%[activator]
CS(=O)(=O)N1C[C@@H](Oc2ccccc2)C[C@H]1C(=O)N1CCOCC1	12%
COc1ccc2c3c(n(C)c2c1)[C@H](CO)N(Cc1nccs1)CC31CCN(C(=O)CN(C)C)CC1	-3%
COc1ccc(CNC(=O)CC[C@H]2CNC(=O)[C@@H]3[C@@H](CCN3Cc3ccc(OC)cc3)N2C)cc1	41%[activator]
O=C(Cn1ccn2nc(-c3ccccc3)c(CO)c2c1=O)NCCCc1ccccc1	-12%
CN(C)Cc1cn2c(=O)n(C)cc(-c3cccc(OC(F)(F)F)c3)c2n1	33%[176 µM]
Additional structures.
SMILES	12-LOX inh
O=C(c1ccn[nH]1)N1CCC(c2nc(CCOc3ccc(F)cc3)no2)C1 (centres undefined)	32%[activator]
CC(=O)NCCNC(=O)[C@@H]1Cc2cn(Cc3cc(C)on3)c3cccc(c23)[C@H](CC(C)C)N1	56%[activator]
O=C(O)c1cnc(-c2ccccc2)nc1-c1ccncc1	16%
O=C1NCCc2[nH]c(-c3ccncc3)cc21	u
N#Cc1ccc(C(=O)N[C@H]2[C@H](O)[C@H](O)C[C@@H]2c2ccc(C(F)(F)F)nc2)cc1	-1%[176 µM]
COc1cccc(C(=O)N[C@@H](Cc2cccnc2)C(=O)N2CCC[C@H]2C(=O)NC2CCCC2)c1	u
